Tau fibril FP – qHTS for Inhibitors of Tau Fibril Formation, Fluorescence Polarization; Microtubule-associated protein tau (Homo sapiens), P10636; hit rate 0.39% among 280,000; Potency, µM (series often up to 57.7 µM), without a hit: top-dose activity, negative = inhibition, hits mostly inhibitors; K18 P301L tau heparin fibrillization, Alexa594 FP, 6 h; note: % is set by controls: 0 for no effect and ±100 for the full control effect; nearly all actives have a fitted effect of over 55% in size
Target sequence (P10636 561-689 P618L limits assumed): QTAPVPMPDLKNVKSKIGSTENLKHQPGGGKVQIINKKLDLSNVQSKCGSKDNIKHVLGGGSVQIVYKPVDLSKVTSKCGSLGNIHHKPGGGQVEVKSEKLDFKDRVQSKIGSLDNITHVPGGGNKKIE
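Recombinant K18 P301L […], labeled with Alexa 594 at 0.24 uM over 15 uM unlabeled; heparin inducer 20 uM final; 37 C, 6 hr; FP endpoint.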
ALDH1A1 inh – qHTS Assay for Inhibitors of Aldehyde Dehydrogenase 1 (ALDH1A1); Potency, µM (titrated, usually from 75.3 µM), for inactives: top-dose activity, negative = inhibition, hits mostly inhibitors; AID 1030, 2008; Aldehyde dehydrogenase 1A1 (Homo sapiens), P00352; Purified ALDH1A1, NADH fluorescence, propionaldehyde substrate; hit rate 7.3% among 220,000; active = well fitted inhibition curve with a large enough effect, not every such curve was filed as active; inconclusive = small, poorly fitted or top-dose-only effect, or another doubt; inactive = no such curve, though single readings can be large or run the other way;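 note: plate controls were no enzyme wells and a reference inhibitor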
Target sequence (P00352 whole entry, looked up): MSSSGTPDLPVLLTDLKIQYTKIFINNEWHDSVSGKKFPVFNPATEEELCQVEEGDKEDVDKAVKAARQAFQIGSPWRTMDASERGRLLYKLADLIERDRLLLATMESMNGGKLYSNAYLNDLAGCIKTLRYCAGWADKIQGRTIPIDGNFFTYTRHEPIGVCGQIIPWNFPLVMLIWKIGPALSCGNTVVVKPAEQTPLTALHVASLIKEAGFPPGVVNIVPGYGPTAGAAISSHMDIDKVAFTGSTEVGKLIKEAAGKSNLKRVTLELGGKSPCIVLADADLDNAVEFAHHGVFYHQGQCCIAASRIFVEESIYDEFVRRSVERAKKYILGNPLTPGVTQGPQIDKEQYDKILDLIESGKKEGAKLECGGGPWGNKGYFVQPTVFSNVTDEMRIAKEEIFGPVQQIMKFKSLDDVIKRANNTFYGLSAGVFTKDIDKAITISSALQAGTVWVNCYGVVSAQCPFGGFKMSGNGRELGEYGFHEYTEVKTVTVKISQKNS
HttQ103 aggreg – qHTS Multiplex Assay to Identify Dual Action Probes in a Cell Model of Huntington: Aggregate Formation (GFP); hit rate 1.1% among 220,000; Potency, µM (highest dose often 46.1 µM), without a hit: at the highest dose activity change, negative = inhibition, usual class: inhibitors; AID 1688, 2009; PC12 HttQ103-GFP aggregates, Acumen cytometry, 40 h; note: % is set by controls: 0 for no effect and ±100 for the full control effect; nearly all actives have a fitted effect of over 60% in size
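Using laser scanning cytometry, GFP-positive aggregates were counted after lysis of PC12 cells induced with 100 nM tebufenozide to express HTT exon 1 Q103–GFP. Compounds were tested in titration.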
HTT ATP protect – qHTS Multiplex Assay to Identify Dual Action Probes in a Cell Model of Huntington: Cytoprotection (ATP) | hit rate 0.14% among 230,000 | Potency, µM (series often up to 56.4 µM), for the others: cytoprotection (ATP increase), usual class: activators | PC12 HTT-Q103 induced, cytoprotection, ATP luminescence, 40 h | AID 1471, 2008;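 note: % of control where 0% means no effect; nearly all actives have a fitted effect of over 45% in size; toxic huntingtin expression switched on by the ecdysone agonist tebufenozide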
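Readout: ATPlite luminescence (ATP level). Model: stable PC12, inducible Htt exon1 Q103-GFP. Inducer: tebufenozide, 100 nM final. Compounds: dose series. No G418 in medium.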
KDM4E inh – qHTS Assay for Inhibitors of Human Jumonji Domain Containing 2E (JMJD2E); Lysine-specific demethylase 4E (Homo sapiens), B2RXH2; JMJD2E catalytic domain, FDH-coupled NADH fluorescence (FDH is formaldehyde dehydrogenase); Potency, µM (top dose mostly 57.1 µM), for inactives: at the top dose activity change, negative = inhibition, hits mostly inhibitors; hit rate 1.6% among 230,000; active = well fitted inhibition curve with a large enough effect, not every such curve was filed as active; inconclusive = small, poorly fitted or top-dose-only effect, or another doubt; inactive = no such curve, though single readings can be large or run the other way;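 note: 0% = wells with enzyme and -100% = buffer wells without enzyme; nearly all actives have a fitted effect of over 50% in size; many of its hits are not listed in these tables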
Target sequence (B2RXH2 1-337 limits assumed): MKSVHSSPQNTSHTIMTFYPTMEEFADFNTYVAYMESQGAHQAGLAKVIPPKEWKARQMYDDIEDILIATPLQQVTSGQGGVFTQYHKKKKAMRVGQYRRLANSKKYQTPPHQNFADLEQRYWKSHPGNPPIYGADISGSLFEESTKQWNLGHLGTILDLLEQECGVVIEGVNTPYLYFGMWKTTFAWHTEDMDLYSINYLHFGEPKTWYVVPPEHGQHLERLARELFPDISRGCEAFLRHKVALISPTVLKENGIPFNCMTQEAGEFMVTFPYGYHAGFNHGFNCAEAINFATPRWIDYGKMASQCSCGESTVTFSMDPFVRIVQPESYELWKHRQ
Tau ThT inhib – qHTS for Inhibitors of Tau Fibril Formation, Thioflavin T Binding; Microtubule-associated protein tau (Homo sapiens), P10636; AID 1460, 2008; recombinant tau K18 P301L, heparin-induced fibrillization, ThT fluorescence; hit rate 2.1% among 270,000; Potency, µM (series often up to 57.4 µM), for the others: at the highest dose activity, negative = inhibition, most hits filed as inhibitors; note: % is set by controls: 0 for no effect and ±100 for the full control effect; nearly all actives have a fitted effect of over 55% in size
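Heparin-induced fibrillization of the P301L-mutant K18 repeat-domain fragment of human tau was followed by ThT binding in quantitative high-throughput format.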
SMN2 splice enh – qHTS Assay for Enhancers of SMN2 Splice Variant Expression; Potency, µM (top dose mostly 46.1 µM), for the others: at the highest dose activity change, positive = activation, hits mostly activators; HEK293 SMN2-luciferase splicing reporter, luminescence, 30-36 h; hit rate 2.8% among 210,000; note: % of control where 0% means no effect; nearly all actives have a fitted effect of over 55% in size
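HEK293 cells carry an SMN2 […]–luciferase reporter in which exon 7 inclusion puts luciferase in frame. Cells were plated 10-12 h before compound addition, then incubated 30-36 h at 37C. ONE-Glo luminescence was read; sodium butyrate at 4.5 mM final served as control.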
Tau fluor counter – Counterscreen qHTS for Inhibitors of Tau Fibril Formation, Fluorescence Polarization; tau K18 P301L (four-repeat tau fragment) Alexa594 fluorescence, heparin fibrillization; Potency, µM (series often up to 57.7 µM), for the others: at the top dose activity change, negative = decrease; hit rate 0.93% among 280,000; note: % is set by controls: 0 for no effect and ±100 for the full control effect; nearly all actives have a fitted effect of over 55% in size
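Human K18 P301L tau (15 uM unlabeled plus 0.24 uM Alexa 594-labeled, final) in 100 mM sodium acetate pH 7 was mixed with compound and 20 uM heparin and incubated 6 hr at 37 C.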
An asterisk follows results filed as active; ? = inconclusive; . = no result given; [ ] = dose if it differs, or a comment. Unless noted, calls come from the whole dose curve; as a rule, active = well fitted curve in the direction sought with a large enough effect; inconclusive = small, poorly fitted or top-dose-only effect, or another doubt; inactive = no such curve, though single readings can be large; an effect the other way counts as inactive or inconclusive. Potency is the fitted concentration of half-maximal effect.

1) CN(CCc1ccccc1)Cc1nc(-c2cnccn2)no1
2) NC(=O)c1c(-c2ccccc2)oc2ccc(O)cc12
3) CC(C)(C)NC(=O)c1cccnc1Sc1ccccc1
4) Cc1ccccc1NC(=S)NN1CCN(C)CC1
5) Cc1ccc(CSc2ccc(-c3ccc4c(c3)OCO4)nn2)cc1
6) CSCc1cc(N2CCCC2)nc(-c2ccccc2)n1
7) C=CCN1C(=O)/C(=C\c2ccco2)C(C(=O)OC)=C1C
8) Cc1ccc(C(=O)Nc2ccc3c(c2)n(C)c(=O)c(=O)n3C)cc1
9) CC1=NN(c2ccccc2)C(=O)C1C(=O)c1ccc([N+](=O)[O-])cc1 (stereo unspecified)
10) Cc1ccc(OCCSc2nc(C)c(Cc3ccccc3)c(=O)[nH]2)cc1
Compound	1	2	3	4	5	6	7	8	9	10
Tau fibril FP	6%	3%	2%	-9%	?	1%	4%	3%	-15%	-12%
Tau ThT inhib	-4%	-3%	-1%	-3%	3%	4%	1%	?	?	-6%
HTT ATP protect	.	7%[10 µM]	-12%	19%	-22%[10 µM]	-1%[10 µM]	4%[10 µM]	.	-41%[inhibitor]	.
HttQ103 aggreg	.	-8%	6%	21%	-7%	-10%	8%	.	-1%	.
SMN2 splice enh	7%	6%	15%	-6%	26%	-27%	-24%	-6%	1%	1%
Tau fluor counter	7%	-12%	-4%	-3%	7%	-5%	-5%	-9%	-17%	-9%
ALDH1A1 inh	10%	4%	7%	-3%	11µM*	-10%	7%	.	?	.
KDM4E inh	-7%	-26%	-4%	-6%	1%	-3%	3%	.	?	.

11) Cc1cccc(C)c1C(=O)N[C@@H](Cc1ccccc1)C(=O)O
12) CCCOc1ccc(-c2nc[nH]c2[N+](=O)[O-])cc1
13) COc1ccc(Nc2c(-c3ccsc3)nc3nc(C)cc(C)n23)cc1
14) Cc1ccc(-n2c(C)c3c(C)nnc(C)c3c2C)cc1N
15) Cc1cccc(NC(=O)Cn2cc(S(=O)(=O)c3ccc(F)cc3)c(=O)c3cc4c(cc32)OCO4)c1
16) Cc1cc2ccccn2c1C(=O)c1ccc(Cl)c([N+](=O)[O-])c1
17) Cc1occc1C(=O)NNC(=O)c1ccccc1C(=O)O
18) CN=C(NC)SC1CC(=O)N(c2ccccc2)C1=O (stereo unspecified)
19) COc1ccc(NC(=O)NNc2cc(N3CCOCC3)nc(N3CCOCC3)n2)cc1
20) CC(=O)Nc1ccc(Br)cc1C(=O)C(=O)O
Compound	11	12	13	14	15	16	17	18	19	20
Tau fibril FP	5%	-3%	4%	13%	-12%	-2%	8%	6%	-10%	7%
Tau ThT inhib	0%	-6%	-14%	?	2%	?	2%	3%	-4%	-16%
HTT ATP protect	8%[10 µM]	-44%	.	-44%[inhibitor]	.	-8%	-64%	-7%	13%[10 µM]	10%[10 µM]
HttQ103 aggreg	16%[9.22 µM]	9%	.	-7%	.	?	-20%	-5%	3%	0%
SMN2 splice enh	.	9%	-7%	-2%	-10%	-12%	8%	-20%	15%	11%
Tau fluor counter	4%	4%	-23%	1%	?	?	11%	-1%	3%	0%
ALDH1A1 inh	1%	7%	.	-1%	.	2%	13%	10%	-2%	?
KDM4E inh	-26%	7%	.	?	.	-9%	7%	7%	0%	4%

21) O=C(CN1CCC(O)(c2ccc3c(c2)OCO3)CC1)OC1CCCCC1
22) NC(=O)C1(N2CCCCC2)CCN(C(=O)Nc2ccc(C(F)(F)F)cc2)CC1
23) CCOC(=O)c1sc2nc(C3CC3)cc(-c3ccc(OC)cc3)c2c1N
24) COC(=O)COc1cccc(/C=N/NC(=O)CCSc2ccccc2)c1
25) Cc1ccccc1-c1ccnc2[nH]n(-c3ccccc3)c(=O)c12
26) CCC(=O)Nc1ccc(NC(=O)C23CC4CC(CC(C4)C2)C3)cn1
27) COc1ccc(S(=O)(=O)N(C)CC(=O)N2CCCC2)cc1Cl
28) COc1ccc(C(C)=O)cc1COC(=O)Cn1cnc2ccccc2c1=O
29) C/C(CCN1CCCc2nc(C)c(C)cc21)=N\OC[C@@H](C)[C@H](OCc1ccccc1)C(C)C
30) O=C(Cc1cccc2ccccc12)N/N=C/c1ccc(F)cc1
Compound	21	22	23	24	25	26	27	28	29	30
Tau fibril FP	5%	-9%	?	-2%	-5%	4%	4%	3%	4%[11.6 µM]	-10%
Tau ThT inhib	7%	-3%	?	-1%	?	0%	3%	2%	-7%[11.5 µM]	-5%
HTT ATP protect	-1%[10 µM]	.	-1%	-2%	.	-8%	-1%	-16%	-10%[10 µM]	-3%
HttQ103 aggreg	-28%	.	14%	-18%	.	1%	-5%	-7%	.	-18%
SMN2 splice enh	-29%	1%	-15%	-17%	-5%	?	-6%	11%	.	-6%
Tau fluor counter	4%	-9%	-19%	-8%	-22%	1%	-3%	8%	-9%[11.6 µM]	-15%
ALDH1A1 inh	3%	.	?	-2%	.	1%	-3%	20µM*	-10%[13.5 µM]	8%
KDM4E inh	5%	.	?	-3%	.	-6%	-3%	0%	.	10%

The closing 3 entries of the part above are carried over, then new ones follow:
28) COc1ccc(C(C)=O)cc1COC(=O)Cn1cnc2ccccc2c1=O
29) C/C(CCN1CCCc2nc(C)c(C)cc21)=N\OC[C@@H](C)[C@H](OCc1ccccc1)C(C)C
30) O=C(Cc1cccc2ccccc12)N/N=C/c1ccc(F)cc1
31) CC(NC(=O)C1CC=CCC1C(=O)O)C1CC2CCC1C2 (stereo unspecified)
32) C=CCNC(=S)NC(=O)c1ccc(C)c(Br)c1
33) COc1ccc(CCNC(=O)CCCOc2ccc(C)cc2)cc1OC
34) COc1ccc(-n2c(=S)[nH]c3cc(C(=O)NCCCN4CCCC4=O)ccc3c2=O)cc1
35) O=C(COc1cc(Cl)c(Cl)cc1Cl)N1CCN(c2ccccn2)CC1
36) CCOc1ccc(C(=O)NC(=S)Nc2ccccn2)cc1[N+](=O)[O-]
37) Cc1ccc(S(=O)(=O)N2CCCCC2C(=O)N2CCN(c3ccccc3F)CC2)cc1 (stereo unspecified)
38) O=C(c1ccc2c(c1)N(Cc1ccccc1)C(=O)c1ccccc1S2(=O)=O)N1CCc2ccccc21
39) CCOc1[nH]n(-c2ccccc2)c(=O)c1C=Nc1ccc(Cl)cc1
40) COc1ccc(CCNC(=O)c2nn(-c3ccc(C)cc3)c(=O)c3c2c2ccccc2n3C)cc1OC
Compound	28	29	30	31	32	33	34	35	36	37	38	39	40
Tau fibril FP	3%	4%[11.6 µM]	-10%	1%	-5%	7%	-11%	-2%	-5%	3%	-9%	-1%	2%
Tau ThT inhib	2%	-7%[11.5 µM]	-5%	-7%	2%	?	-10%	2%	?	-14%	2%	?	1%
HTT ATP protect	-16%	-10%[10 µM]	-3%	-3%	-13%	-12%[10 µM]	17%	.	-13%	-2%	.	5%	.
HttQ103 aggreg	-7%	.	-18%	12%	19%	1%	-10%	-7%	?	-13%	.	-7%	.
SMN2 splice enh	11%	.	-6%	8%	14µM*	-28%	-2%	3%	-68%[inhibitor]	-9%	-11%	-7%	-8%
Tau fluor counter	8%	-9%[11.6 µM]	-15%	-6%	-3%	-1%	-1%	5%	-15%	-13%	-13%	-11%	-13%
ALDH1A1 inh	20µM*	-10%[13.5 µM]	8%	7%	16%	28µM*	18µM*	7%	?	-3%	.	11%	.
KDM4E inh	0%	.	10%	-6%	-3%	0%	-1%	?	-9%	2%	.	3%	.

41) Cc1ccc(NNC(=O)c2ccno2)c(C)c1
42) CCC(CC)=NNc1ccc(S(N)(=O)=O)cc1[N+](=O)[O-]
43) CC1CCCCC1NS(=O)(=O)c1ccc(S(=O)(=O)N2CCN(CCC#N)CC2)cc1 (stereo unspecified)
44) CCCn1c(NCc2cccc(OC)c2O)nc2ccccc21
45) O=C(NC(Cc1c[nH]c2ccccc12)C(=O)O)/C(=C/c1ccc2c(c1)OCO2)NC(=O)c1ccccc1 (stereo unspecified)
46) CCN(CC)C(=O)C(Cc1ccccc1)N1C(=O)c2ccccc2C1=O (stereo unspecified)
47) O=C(NNC(=O)c1cc2cc(OC(F)(F)F)ccc2[nH]1)c1cccc(C(F)(F)F)c1
48) CCc1ccc(CNC(=O)c2cc3cc4ccc(OC)cc4nc3o2)cc1
49) COc1ccc(C(=O)NC(=S)Nc2ccc3c(c2)Cc2ccccc2-3)cc1
50) COc1cccc(NC(=O)CCc2nc(-c3ccccc3F)no2)c1
Compound	41	42	43	44	45	46	47	48	49	50
Tau fibril FP	-15%	-3%	2%	15%	-1%	-2%	?	?	-14%	-1%
Tau ThT inhib	-13%	?	-12%	-12%	-5%	-4%	-2%	15%	?	-11%
HTT ATP protect	2%[10 µM]	39%[10 µM]	20%	1%[10 µM]	12%	6%	-15%[10 µM]	.	-22%	-11%
HttQ103 aggreg	10%[9.22 µM]	9%[9.22 µM]	-2%	12%	-6%	-21%	-5%[9.22 µM]	.	-17%	?
SMN2 splice enh	.	.	3%	30%	-15%	0%	.	-29%	-40%[inhibitor]	?
Tau fluor counter	-15%	-21%	-12%	-15%	-4%	-4%	-11%	1%	-10%	-20%
ALDH1A1 inh	.	.	?	6.3µM*	8%	2%	.	.	10µM*	0%
KDM4E inh	0%	-2%	0%	-4%	-12%	15%	-4%	.	0%	0%

Shown as a hit in SMN2 splice enh, of those listed so far:
nr	Structure	Tau fibril FP	Tau ThT inhib	HttQ103 aggreg	SMN2 splice enh	ALDH1A1 inh	KDM4E inh
32	C=CCNC(=S)NC(=O)c1ccc(C)c(Br)c1	-5%	2%	19%	14µM*	16%	-3%

Screens (PubChem BioAssay)

An excerpt (hit frequency here may not be typical).
